Source: PubChem (National Center for Advancing Translational Sciences (NCATS))
PI4K2A block: PI4K2A (human) kinase inhibition; activity change, negative = inhibition, % at 76.9 µM; purified PI4K2A, ADP-Glo luminescence, 1 h; hits give low values; 420,000 tested, 0.13% active; in the data active = activity change below about -50%; inconclusive = mostly about -30% to -49%;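 also: -100% = wells without enzyme as full effect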
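ADP-Glo luminescence measured ADP generated by PI4K2A enzyme (4 ug/mL before mixing) with 1.2 mM PI substrate (pre-mix) and 300 microM ATP (pre-mix). Tris pH7.5 buffer with MgCl2, Triton X-100; 1 h reaction at ambient temperature.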
GLS inh: glutaminase GLS (human) inhibition; O94925; GLS enzymatic activity, qHTS titration; Potency, µM (series often up to 45.5 µM), for inactives: top-dose activity change, negative = inhibition, usual class: inhibitors; 410,000 tested, 0.21% active; active = well fitted inhibition curve with a large enough effect; inconclusive = small, poorly fitted or top-dose-only effect, or another doubt; inactive = no such curve, though single readings can be large or run the other way; also: potency is read from the fitted curve at half-maximal effect
Target sequence (O94925 whole entry, looked up): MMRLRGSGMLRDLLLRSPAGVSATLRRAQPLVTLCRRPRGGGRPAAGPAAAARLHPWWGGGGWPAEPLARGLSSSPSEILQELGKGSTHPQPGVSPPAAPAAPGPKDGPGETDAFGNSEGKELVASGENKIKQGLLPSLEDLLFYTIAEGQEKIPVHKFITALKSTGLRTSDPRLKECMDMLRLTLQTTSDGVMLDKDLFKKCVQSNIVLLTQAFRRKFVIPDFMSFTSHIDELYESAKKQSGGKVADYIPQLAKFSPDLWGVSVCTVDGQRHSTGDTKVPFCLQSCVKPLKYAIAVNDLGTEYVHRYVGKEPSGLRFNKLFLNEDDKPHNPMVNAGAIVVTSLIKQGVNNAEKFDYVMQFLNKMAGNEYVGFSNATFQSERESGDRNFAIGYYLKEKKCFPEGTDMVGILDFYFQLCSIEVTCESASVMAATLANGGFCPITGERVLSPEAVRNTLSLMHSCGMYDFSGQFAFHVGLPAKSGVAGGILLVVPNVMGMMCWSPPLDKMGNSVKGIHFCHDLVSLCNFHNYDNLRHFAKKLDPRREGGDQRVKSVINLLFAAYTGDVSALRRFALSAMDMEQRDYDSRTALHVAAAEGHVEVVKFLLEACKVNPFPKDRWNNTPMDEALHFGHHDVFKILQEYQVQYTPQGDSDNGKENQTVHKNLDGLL
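hKGA in 45 mM KH2PO4 pH 8.2, 0.02% Tween-20 with pin-transferred compounds; 1 mM L-glutamine (stock) plus glutamate oxidase/HRP/Amplex Red coupling added. Fluorescence read initially and after 30 min at RT.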
Active calls of the source: *; u = inconclusive. Unless noted, % is scaled to controls: 0 for no effect and ±100 for the full control effect.

1: COc1ccccc1C(=O)NCCN1CCC(n2c(=O)[nH]c3ccccc32)CC1
  PI4K2A block: 8	GLS inh: -19%

2: COCCNC(=O)C1(C)CCCN(C(=O)c2cccnc2SC)C1 (stereo unspecified)
  PI4K2A block: -1	GLS inh: 3%

3: CCCCn1nnnc1C(c1cc2ccccc2o1)N1CCN(C/C=C/c2ccccc2)CC1 (stereo unspecified)
  PI4K2A block: -1	GLS inh: 2%

4: C(=C\c1ccccc1)/CN1CCN(C(c2ccccc2)c2nnnn2C2CCCCC2)CC1 (stereo unspecified)
  PI4K2A block: 13	GLS inh: -5%

5: CC1(C(=O)NCCC#N)CCN1C(=O)Cc1ccc(-c2ccccc2)cc1 (stereo unspecified)
  PI4K2A block: 5	GLS inh: -19%

6: CC(=O)Nc1cccc(-c2ccnc3c2CC(C(=O)NCC2CC2)O3)c1 (stereo unspecified)
  PI4K2A block: -4	GLS inh: 0%

7: Cc1ccsc1C(=O)N1CCCCCC1(C)C(=O)NCC(C)C (stereo unspecified)
  PI4K2A block: 0	GLS inh: -6%

8: COc1ccc(C=C(C(=O)c2ccccc2)C(=O)c2ccccc2)cc1
  PI4K2A block: -6	GLS inh: 14%

9: COc1ccc(Cc2c(C3CCCCC3)nc3ccc(Br)cn23)c(C)c1
  PI4K2A block: -10	GLS inh: 5%

10: COc1ccc(-c2oc3c(c2C#CC2(O)CCCCC2)C(OC)CCC3)cc1 (stereo unspecified)
  PI4K2A block: 1	GLS inh: 1%

11: CC1(C)Cc2cccc(OC(=O)NCCc3ccc(F)cc3)c2O1
  PI4K2A block: -2	GLS inh: -4%

12: CC1(C(=O)Nc2ccc(Cl)cc2)Cc2c(-c3ccc(C(N)=O)cc3)ccnc2O1 (stereo unspecified)
  PI4K2A block: 3	GLS inh: 6%

13: CC1(C(=O)NS(=O)(=O)c2ccc(F)cc2F)CCN1C(=O)Cc1ccc(Cl)cc1Cl (stereo unspecified)
  PI4K2A block: -1	GLS inh: 11%

14: C=CCNc1ncnc2c1ncn2[C@H]1CN(Cc2cccc3ccccc23)C[C@@H](CO)O1
  PI4K2A block: -2	GLS inh: 6%

15: CCC(CC)C(=O)N(C)c1c(C)nc2c(OCC(=O)N(C)C)cccn12
  PI4K2A block: 4	GLS inh: 4%

16: CC1NS(=O)(=O)c2cc([N+](=O)[O-])ccc21 (stereo unspecified)
  PI4K2A block: 3	GLS inh: -2%

17: COc1cccc(CNC(=O)[C@@H]2CCCN2C(=O)[C@H]2CCCCN2C(=O)OC(C)(C)C)c1
  PI4K2A block: 1	GLS inh: 1%

18: CC1=C(C(=O)N2CCOCC2)CC(CC(=O)NCCCN(C)C)C(=O)N1Cc1ccc(F)cc1 (stereo unspecified)
  PI4K2A block: -1	GLS inh: -1%

19: CC(=O)c1cccc(-c2ccc3c(c2)C(C)(Cc2ccc(S(C)(=O)=O)cc2)C(=O)N3)c1 (stereo unspecified)
  PI4K2A block: 2	GLS inh: 1%

20: OC(c1cccc(Cl)c1)c1nc(-c2cnc3ccccc3c2)cs1 (stereo unspecified)
  PI4K2A block: -7	GLS inh: -1%

21: CC1(C(=O)NCC2CC2)Cc2c(-c3ccccc3)ccnc2O1 (stereo unspecified)
  PI4K2A block: 0	GLS inh: 4%

22: Cc1ccc(F)c(S(=O)(=O)NC(=O)C2(C)CCN2C(=O)Cc2cccc3ccccc23)c1 (stereo unspecified)
  PI4K2A block: 5	GLS inh: 10%

23: NC(CCc1ccccc1)c1csc(Nc2cnccn2)n1 (stereo unspecified)
  PI4K2A block: -2	GLS inh: 4%

24: C[C@@H]1COc2cccc(N(C)CCO)c2S(=O)(=O)N1
  PI4K2A block: -1	GLS inh: 6%

25: CNc1cncc(-c2cccc(C(=O)N(C)C)c2)n1
  PI4K2A block: -1	GLS inh: -2%

26: COc1ccc(-c2nc3c(Cl)cc(C(F)(F)F)cn3c2Cc2ccsc2)cc1OC
  PI4K2A block: 4	GLS inh: -12%

27: CC(=O)Nc1ccccc1OCCCN1CCC(C(O)(c2ccccc2)c2ccccc2)CC1
  PI4K2A block: 9	GLS inh: 3%

28: CC(=O)c1ccc(Nc2nc(C(N)Cc3ccc(C(F)(F)F)cc3)cs2)cc1 (stereo unspecified)
  PI4K2A block: -4	GLS inh: 3%

29: O=C(c1[nH]c(C(F)(F)F)nc1-c1ccccc1)N1CCN(c2ccc(C(F)(F)F)cn2)CC1
  PI4K2A block: 4	GLS inh: -11%

30: COc1cccc(NC(=O)C2(C)CCCN2C(=O)C(C)C)c1OC (stereo unspecified)
  PI4K2A block: 8	GLS inh: -8%

31: O=CNc1cc(-c2ccc(C(=O)N3CCOCC3)cc2)cn2c(-c3ccc(F)cc3)cnc12
  PI4K2A block: -1	GLS inh: 4%

32: CC(C)=CCC[C@H](C)CC1Cc2[nH]c(=S)[nH]c(=O)c2C(c2ccc(F)cc2)O1 (stereo partly specified)
  PI4K2A block: 2	GLS inh: -2%

33: COc1ccc(NC(=O)Nc2nc(C(N)C3CCCCC3)cs2)cc1 (stereo unspecified)
  PI4K2A block: -1	GLS inh: 11%

34: CC(=O)Nc1cccc(-c2ccnc3c2CC(C)(C(=O)NCc2ccncc2)O3)c1 (stereo unspecified)
  PI4K2A block: 0	GLS inh: -4%

35: COc1cccc(CNc2nc3cc(-c4ccc(F)cc4)sc3c(=O)n2C)c1
  PI4K2A block: 1	GLS inh: -3%

36: CCC12CC1(C(=O)OC)C(=O)N1CCc3c([nH]c4ccccc34)C12 (stereo unspecified)
  PI4K2A block: -3	GLS inh: 26%

37: CCc1nc2ccc(C(=O)NCCOc3ccc(OC)cc3)cn2c1N(CC)CCOC
  PI4K2A block: -4	GLS inh: 3%

38: N#Cc1ccc(-c2nc3c4ccccc4ccn3c2Cc2ccsc2)cc1
  PI4K2A block: -15	GLS inh: -11%

39: CCCCN(C=O)c1c(CC)nc2c(OCc3cccc(Cl)c3)cccn12
  PI4K2A block: -4	GLS inh: 2%

40: Cn1cnc(S(=O)(=O)N2CCCCC2c2cc(C(=O)Nc3ccccc3Cl)no2)c1 (stereo unspecified)
  PI4K2A block: -1	GLS inh: 3%

41: O=c1cc(CN2CCCCCCC2)c2c(ccc3ccccc32)o1
  PI4K2A block: -1	GLS inh: 7%

42: Cc1cccc(C)c1-n1nnnc1C(c1cccs1)N1CCN(C/C=C/c2ccccc2)CC1 (stereo unspecified)
  PI4K2A block: 3	GLS inh: 6%

43: CCOC(=O)C1=C[C@@H](C(C)(C)C)N(S(=O)(=O)c2ccc(C)cc2)[C@H]1c1ccc(C#N)cc1
  PI4K2A block: 3	GLS inh: 0%

44: Cc1ccc(S(=O)(=O)N2[C@H](c3ccccc3)CC(=O)[C@@H]3CN(S(=O)(=O)c4ccccc4)[C@H](c4ccccc4)C[C@@H]32)cc1
  PI4K2A block: 3	GLS inh: 15%

45: CSc1ccc(C(O)c2ncc(-c3cccc(F)c3)[nH]2)cc1 (stereo unspecified)
  PI4K2A block: 0	GLS inh: -7%

46: C=Cc1ccc(Cn2c(C)c(C(=O)NCc3ccc(C#N)cc3)sc2=O)cc1
  PI4K2A block: -1	GLS inh: -12%

47: Cn1nc(C(C)(C)C)cc1C(=O)N1CCCCC1c1cc(C(=O)NCc2ccccc2)no1 (stereo unspecified)
  PI4K2A block: -4	GLS inh: -23%

48: COc1cccc(-c2cnc(C(O)c3ccc(-c4ccccc4)cc3)[nH]2)c1 (stereo unspecified)
  PI4K2A block: 3	GLS inh: -6%

49: COc1ccccc1N1CCN(C(=O)c2[nH]c(C(F)(F)F)nc2-c2ccccc2)CC1
  PI4K2A block: -1	GLS inh: 22%

50: O=C(Nc1nnc([C@@H]2C[C@H](O)[C@@H](CO)O2)s1)NC(c1ccccc1)c1ccccc1
  PI4K2A block: 4	GLS inh: 2%

Complete entries from above. Screens in order: PI4K2A block, GLS inh
`Cn1nc(C(C)(C)C)cc1C(=O)N1CCCCC1c1cc(C(=O)NCc2ccccc2)no1` (stereo unspecified) as listed: -4, -23%
`Cc1ccc(S(=O)(=O)N2[C@H](c3ccccc3)CC(=O)[C@@H]3CN(S(=O)(=O)c4ccccc4)[C@H](c4ccccc4)C[C@@H]32)cc1` as listed: 3, 15%

The list continues:
51: Cc1c(C(=O)N2CCC(C)(C(=O)NS(=O)(=O)C3CC3)C2)oc2ccccc12 (stereo unspecified)
  PI4K2A block: 1	GLS inh: 0%

52: CCOC(=O)Cc1ccc(Nc2nc(NCCOC)nc3ccsc23)cc1
  PI4K2A block: 3	GLS inh: -3%

53: CCOC(=O)[C@]12CCC=C1N(Cc1ccc(Cl)cc1Cl)C(=O)[C@H](CC(=O)NCc1ccc(C)o1)C2
  PI4K2A block: 1	GLS inh: 0%

54: CC(C)(C)C1CCN2CCC[C@](c3ccccc3)(C1)[C@@]21CO1 (stereo partly specified)
  PI4K2A block: -2	GLS inh: 8%

55: CC1(C(=O)Nc2cccc(OC(F)(F)F)c2)Cc2c(-c3cccc(C(N)=O)c3)ccnc2O1 (stereo unspecified)
  PI4K2A block: 5	GLS inh: -10%

56: CC(=O)C1=CCC(c2ccccc2)N(S(=O)(=O)c2ccc(Cl)cc2)C1 (stereo unspecified)
  PI4K2A block: 1	GLS inh: 4%

57: CC1(C(=O)Nc2ccc3c(c2)OCO3)CCN1C(=O)C1(c2ccc(Cl)cc2)CC1 (stereo unspecified)
  PI4K2A block: 2	GLS inh: 0%

58: O=S1(=O)C[C@H](N2CCCC2)[C@@H](COCc2ccccc2)N1
  PI4K2A block: 0	GLS inh: 9%

59: OC(c1ccccc1)(c1ccccc1)C1CCN(CCCOc2ccccc2Cl)CC1
  PI4K2A block: 0	GLS inh: -4%

60: CCC(=O)N1CCCC(C)(C(=O)NS(=O)(=O)c2ccccc2Cl)C1 (stereo unspecified)
  PI4K2A block: 4	GLS inh: -3%

61: CC(=O)c1ccc(Nc2nc(CN)cs2)cc1
  PI4K2A block: 2	GLS inh: 3%

62: Cc1ccc([C@@]2(OC(=O)c3ccccc3)C(=O)N(C(=O)OC(C)(C)C)c3ccccc32)cc1
  PI4K2A block: -1	GLS inh: -2%

63: CC1(c2nc3ccccc3[nH]2)c2ccccc2C(=O)N1C1CC1 (stereo unspecified)
  PI4K2A block: 0	GLS inh: -3%

64: CCOC1=C2[C@H](c3ccc(C)cc3)N(S(=O)(=O)c3ccc(C)cc3)C[C@H]2n2c(=O)n(-c3ccccc3)c(=O)n2C1
  PI4K2A block: 0	GLS inh: -13%

65: CSc1ccc(CN2CCC(C)(Oc3cnc(Cl)c4ccccc34)C2)cc1 (stereo unspecified)
  PI4K2A block: -14	GLS inh: 5%

66: CC1=C(C(=O)OC(C)C)C(c2ccc(Cl)cc2)n2c(sc(=Cc3ccc(OCC(=O)O)cc3)c2=O)=N1 (stereo unspecified)
  PI4K2A block: -15	GLS inh: 7.1µM*

67: CCCCN(C)c1c(C)nc2ccc(C(=O)Nc3cc(-c4ccccc4)ccc3OC)cn12
  PI4K2A block: 0	GLS inh: 12%

68: CC1(C(=O)NS(=O)(=O)c2ccccc2)CCN1C(=O)c1ccc(C2CCCCC2)cc1 (stereo unspecified)
  PI4K2A block: -5	GLS inh: 7%

69: COc1ccccc1Cc1c(C2CCCCC2)nc2ccc(Br)cn12
  PI4K2A block: -14	GLS inh: -7%

70: COc1cccc(NC(=O)C2(C)CCN2Cc2ccc(OC(C)C)cc2)c1 (stereo unspecified)
  PI4K2A block: -1	GLS inh: -1%

Single entries from the results shown.
Under GLS inh, CC(=O)c1ccc(Nc2nc(CN)cs2)cc1 has the entry 3%
Under PI4K2A block, COc1ccccc1Cc1c(C2CCCCC2)nc2ccc(Br)cn12 has the entry -14
Under PI4K2A block, CC1=C(C(=O)OC(C)C)C(c2ccc(Cl)cc2)n2c(sc(=Cc3ccc(OCC(=O)O)cc3)c2=O)=N1 (stereo unspecified) has the entry -15
Under GLS inh, COc1cccc(NC(=O)C2(C)CCN2Cc2ccc(OC(C)C)cc2)c1 (stereo unspecified) has the entry -1%

From compound 68 to 70, as listed above:
68: CC1(C(=O)NS(=O)(=O)c2ccccc2)CCN1C(=O)c1ccc(C2CCCCC2)cc1 (stereo unspecified)
  PI4K2A block: -5	GLS inh: 7%

69: COc1ccccc1Cc1c(C2CCCCC2)nc2ccc(Br)cn12
  PI4K2A block: -14	GLS inh: -7%

70: COc1cccc(NC(=O)C2(C)CCN2Cc2ccc(OC(C)C)cc2)c1 (stereo unspecified)
  PI4K2A block: -1	GLS inh: -1%

(list continues)
71: CCOC(=O)c1cc2cc(OC)ccc2n1C1CCN(CCc2ccccc2)CC1
  PI4K2A block: 1	GLS inh: 1%

72: CCOC(=O)C1=C(C)N=c2sc(=Cc3cc(Cl)c(OCC(=O)O)c(Cl)c3)c(=O)n2C1c1cccc(OC)c1 (stereo unspecified)
  PI4K2A block: -9	GLS inh: u

73: CCOC(=O)C1(C)CCN1C(=O)c1cc(C)n(C(C)(C)C)n1 (stereo unspecified)
  PI4K2A block: -4	GLS inh: -1%

74: O=C(/C=C/[C@H]1O[C@@H](n2ccc(=O)[nH]c2=O)[C@H](O)[C@@H]1O)NC(c1ccccc1)c1ccccc1
  PI4K2A block: 74	GLS inh: 10%

75: c1ccc2c(c1)CN1C(=N2)COc2ccccc2C1c1nc2ccccc2[nH]1 (stereo unspecified)
  PI4K2A block: -1	GLS inh: -2%

76: COc1ccc(NC(=O)C2c3ccccc3OCC(=O)N2C2CC2)cc1 (stereo unspecified)
  PI4K2A block: 2	GLS inh: -14%

Values by screen from the list.
Nos. 71–76 in GLS inh, in turn: 1%, u, -1%, 10%, -2%, -14%
Nos. 71–76 in PI4K2A block, in turn: 1, -9, -4, 74, -1, 2

The list is partial; count on the stated rates, not on these rows.
